Compound activity as filed in PubChem BioAssay.
LEDGF integ inh: blockers of LEDGF/p75-dependent integrase strand transfer – biochemical, TR-FRET, high throughput, primary screen | HIV-1 integrase (with human LEDGF/p75) | TR-FRET IN-LEDGF/p75 DNA integration, Eu/Cy5 | 370,000 tested, 0.64% active | inhibition, % at 3.7 µM | AID 743269, 2014;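 active means inhibition above the screen-wide mean plus 3 SD, cut at about 13% in these data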;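 further: signal is the Cy5 over europium emission ratio at 671 and 618 nm; 0% = plate median of compound wells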
HTRA1 inh: HTRA1 serine protease inhibitors, primary screen, biochemical, fluorescence polarization, HTS; inhibition, % at 5.96 µM; AID 504803, 2011; Q92743; recombinant HTRA1, FP-rhodamine activity-based probe; 340,000 tested, 0.5% active; in the data active means inhibition above about 36%;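 further: 0% = enzyme with DMSO and 100% = wells lacking enzyme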
NR1D1 modulator: modulators of Rev-erb alpha DNA binding, primary screen, biochemical, FITC-DNA, fluorescence polarization, uHTS; Nuclear receptor subfamily 1 group D member 1 (Homo sapiens), P20393; activity, % at 10 µM; 370,000 tested, 0.79% active; Rev-erbα–FITC-DNA binding, 90 min;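 active means activity above about 14%, limit read from the data; passing the limit was not always enough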;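 further: 0% = DMSO wells with 35 nM protein and 100% = DMSO wells with 750 nM protein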
PRMT1 FP inh: PRMT1 methyltransferase inhibitors, primary screen, biochemical, fluorescence polarization. recombinant PRMT1, activity-based probe fluorescence polarization. AID 652257, 2013. inhibition, % at 2.79 µM. Protein arginine N-methyltransferase 1 (Homo sapiens), Q99873. 370,000 tested, 1.3% active;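 active means inhibition above about 21% made by adding two undisclosed values, limit read from the data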
mABHD4 FP: ABHD4 inhibitors, primary screen, biochemical, fluorescence polarization, mouse; (Lyso)-N-acylphosphatidylethanolamine lipase (Mus musculus), Q8VD66; purified mABHD4, FP-Rh probe fluorescence polarization; inhibition, % at 8.92 µM; 370,000 tested, 0.54% active;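 active means inhibition exceeding the mean over every tested compound plus 3 SD, cut at about 30% in these data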;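 further: 0% = plate median of compound wells and 100% = S159A mutant with DMSO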
Target sequence (Q8VD66 whole entry, looked up): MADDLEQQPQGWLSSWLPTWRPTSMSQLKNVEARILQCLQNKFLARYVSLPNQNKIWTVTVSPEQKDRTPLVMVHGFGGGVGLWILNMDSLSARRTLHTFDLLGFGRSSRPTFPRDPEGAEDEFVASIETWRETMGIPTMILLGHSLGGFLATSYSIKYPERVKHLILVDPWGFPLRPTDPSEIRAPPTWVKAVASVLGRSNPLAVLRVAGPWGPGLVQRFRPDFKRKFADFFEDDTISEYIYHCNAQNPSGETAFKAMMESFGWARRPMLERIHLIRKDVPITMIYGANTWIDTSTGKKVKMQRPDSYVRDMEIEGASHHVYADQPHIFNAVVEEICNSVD
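Test system: mouse ABHD4 enzyme, wild type. Reagent: FP-Rh fluorescent activity-based probe, added after compound pre-incubation. Timing: pre-incubation 45 min, probe exposure 60 min, at 25 °C. Technique: FP readout, ex 525 nm / em 598 nm. Benchmarks: high control S159A mutant with DMSO, low control median of compound wells.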
rCAG RNA binder: binders of r(CAG) RNA repeats, primary screen, biochemical, fluorescence | r(CAG) RNA repeat, TO-PRO-1 dye displacement fluorescence | 370,000 tested, 1.3% active | inhibition, % at 3 µM;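 active means inhibition above the plate cutoff, the mean of all test compounds on that plate plus 3 SD, cut at about 35% in these data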;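 further: 0% = DMSO alone and 100% = 100 µM mitoxantrone as full dye displacement; higher means more dye released from RNA so lower well fluorescence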
TCR CD3 inh: inhibitors of human TCR-CD3 interaction, primary screen, biochemical, fluorescence, TAMRA-labeled TCR probe; 360,000 tested, 0.37% active; inhibition, % at 9.4 µM; AID 651800, 2012; in the data active means inhibition above about 19%;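 further: recombinant mutant TCR 2C K166C tagged with TAMRA read by polarization; 0% = receptor in buffer alone and 100% = receptor with positive control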
UHRF1 MBD2 ctr: UHRF1 methylated DNA binding inhibitors, primary screen, counter-screen for MBD2 inhibitor project, biochemical, TR-FRET, human UHRF1, single concentration; E3 ubiquitin-protein ligase UHRF1 (Homo sapiens), Q96T88; UHRF1 binding to methylated oligo; inhibition, % at 4.4 µM; 370,000 tested, 0.75% active; in the data active means inhibition above about 21%;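 further: UHRF1 SRA domain binding a hemimethylated CpG hairpin DNA probe; 0% = median of test compound wells and 100% = reference inhibitor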
Target sequence (Q96T88 whole entry, looked up, the tested form may be a part): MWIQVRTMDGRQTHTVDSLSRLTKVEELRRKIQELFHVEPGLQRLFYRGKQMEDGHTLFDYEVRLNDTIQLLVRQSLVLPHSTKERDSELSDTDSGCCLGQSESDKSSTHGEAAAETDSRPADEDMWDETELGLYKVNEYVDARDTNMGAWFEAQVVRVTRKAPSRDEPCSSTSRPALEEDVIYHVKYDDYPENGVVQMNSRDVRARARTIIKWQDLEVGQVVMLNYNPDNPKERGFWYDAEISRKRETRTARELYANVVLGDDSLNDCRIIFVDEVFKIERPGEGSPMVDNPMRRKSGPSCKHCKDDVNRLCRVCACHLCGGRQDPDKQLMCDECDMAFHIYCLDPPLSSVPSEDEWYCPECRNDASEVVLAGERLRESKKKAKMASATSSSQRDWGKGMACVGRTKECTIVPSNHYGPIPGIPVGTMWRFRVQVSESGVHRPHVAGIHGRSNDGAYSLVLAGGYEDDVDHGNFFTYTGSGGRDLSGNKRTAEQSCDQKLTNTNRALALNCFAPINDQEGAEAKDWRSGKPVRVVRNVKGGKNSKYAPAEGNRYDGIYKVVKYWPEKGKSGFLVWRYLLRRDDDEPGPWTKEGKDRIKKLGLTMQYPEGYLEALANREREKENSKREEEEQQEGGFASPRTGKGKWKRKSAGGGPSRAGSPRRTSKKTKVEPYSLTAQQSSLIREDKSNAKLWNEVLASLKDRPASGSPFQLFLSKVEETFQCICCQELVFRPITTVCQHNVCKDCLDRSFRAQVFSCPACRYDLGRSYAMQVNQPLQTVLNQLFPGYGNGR
PG9 binder: binders of HIV-1 gp120 antibody PG9, primary screen, biochemical, TR-FRET; inhibition, % at 6.7 µM; 360,000 tested, 0.43% active; HIV-1 gp120 / PG9 antibody interaction; TR-FRET gp120-PG9 antibody binding; in the data active means inhibition above about 8.5%
MBD2 DNA inh: inhibitors of MBD2 binding to methylated DNA, primary screen, biochemical, TR-FRET, DNA-binding domain, human. MBD2 binding to methylated oligonucleotide. 370,000 tested, 0.31% active. Methyl-CpG-binding domain protein 2 (Homo sapiens), Q9UBB5. inhibition, % at 4.4 µM; in the data active means inhibition above about 13%
Numbers without * were called inactive; i = inactive; · = no result given; & = joins results of further samples. Not all compounds are listed; the hit share may differ from the screen's.

SMILES	LEDGF integ inh	HTRA1 inh	NR1D1 modulator	PRMT1 FP inh	mABHD4 FP	rCAG RNA binder	TCR CD3 inh	UHRF1 MBD2 ctr	PG9 binder	MBD2 DNA inh
O=C(CCCn1cnc([N+](=O)[O-])n1)Nc1ccc(Cl)cc1Cl	-1.0	-1.4	-0.8	-0.3	-2.5	-0.1	4.6	-1.8	-2.5	1.0
Cc1ccc(S(=O)(=O)N(CC(=O)Nc2ccccc2C(=O)O)c2ccccc2)cc1	-6.0	-3.4	-3.8	1.6	1.2	41.0*	1.9	0.9	-0.7	2.1
CC1C(=O)N2CCCc3cc(S(=O)(=O)Nc4ccccc4C(N)=O)cc1c32 (configuration not stated)	-2.9	7.1	5.7	1.1	3.7	9.4	-4.1	-0.4	-1.7	-2.5
Cc1ccc(C2=NOC(=O)/C2=C\c2ccccc2)cc1	-2.4	-0.8	1.2	11.4	7.2	7.5	0.0	-0.6	1.1	0.6
COc1ccccc1NC1=C(Cl)C(=O)N(C2CCCCC2)C1=O	1.8	-13.5	3.7	5.1	-1.0	-1.3	6.5	-0.1	-0.4	-2.5
COc1ccccc1NS(=O)(=O)c1cccc(NC(=O)c2nn(C)c(=O)c3ccccc23)c1	-0.2	-54.4	14.4	-1.7	-26.4	15.0	4.9	-1.4	1.4	-8.6
C#CCO[C@@H]1C[C@H](n2cnc3c(=O)[nH]c(NC(=O)C(C)C)nc32)O[C@@H]1CO	3.4	-0.1	-0.8	-1.3	2.8	-1.3	8.1	0.4	-0.6	1.0
CC(C)(C)c1cc(C(=O)N/N=C/c2ccc([N+](=O)[O-])s2)n[nH]1	-5.6	26.2	0.0	5.7	2.6	0.8	-1.9	-0.1	-3.2	-2.4
O=S(=O)(c1ccc(Cl)s1)N1CCC2(CC1)OCCO2	2.7	-3.8	5.6	-2.0	2.2	-3.8	1.9	2.7	-3.8	-3.7
COc1ccc(-c2cc(C(=O)NNC(=O)c3csc(N4CCOCC4)n3)c3ccccc3n2)cc1	0.3	-8.8	-0.8	0.5	-10.9	13.7	0.3	-3.2	-0.9	-5.5
Cc1ccc(C(OCC(C)(C)C[N+](C)(C)C)c2ccccc2)cc1 (configuration not stated)	1.4	8.6	1.5	-3.3	-3.7	-5.9	3.2	12.8	-1.2	5.7
CCCCC(=O)Nc1nnc(-c2ccco2)o1	-2.7	0.8	1.7	-3.7	-4.3	0.1	3.4	-3.2	-1.1	-6.8
CCNc1ccc2noc3c2c1C(=O)c1ccccc1-3	-11.3	123.1*	48.7*	153.6*	121.9*	i	126.1*	-35.1	2.4	-19.2
Cc1ccc(Sc2c(C)nn(C(=O)CNS(=O)(=O)c3ccc(F)cc3)c2C)cc1	5.4	-11.2	-2.0	0.8	-4.7	-2.1	0.5	-2.3	-0.5	-7.1
Cc1ccc(C2=NOC(c3nnc(-c4ccccc4)o3)C2)cc1 (configuration not stated)	-1.2	2.1	1.9	-1.0	-3.3	-3.3	10.7	3.0	-1.9	1.3
CCC1(CC)Cc2ccccc2-c2nc(CN3CCOCC3)[nH]c(=O)c21	1.8	6.0	1.1	2.3	-4.0	-9.1	1.8	-2.5	-1.1	-3.4
c1ccc(C[C@H]2CN=C(Nc3ccccc3)N2CC2CCCCC2)cc1	-0.1	1.7	1.9	0.2	-1.5	5.9	-7.3	2.7	0.7	-0.6
COC(=O)C1(C)NC(c2ccccc2OC)C2C(=O)N(c3ccccc3)C(=O)C21 (configuration not stated)	-0.2	3.4	3.8	-0.9	2.7	3.4	-5.0	-0.3	-1.5	0.0
CCOC(=O)N1CCN(S(=O)(=O)N2CCCC(C(=O)NC(C)c3ccccc3)C2)CC1 (configuration not stated)	4.3	5.4	0.9	-3.3	-2.9	-6.1	1.2	-3.8	0.3	1.6
CC(C)Nc1nc(N(c2ccccc2)c2ccccc2)nc(-n2ccnc2)n1	0.5	-1.6	12.6	-1.5	-3.1	-3.1	-2.4	4.2	1.0	-5.4
O=S(=O)(Nc1ccc(F)cc1)c1ccc(S(=O)(=O)N2CCOCC2)cc1	-3.2	-3.4	1.9	-0.1	2.5	4.4	-5.9	17.6	1.3	2.8
CN(CC(=O)Nc1ccc(F)c(F)c1F)C(=O)c1n[nH]c(=O)c2ccccc12	-3.4	-4.9	1.3	0.1	1.7	0.3	6.6	-1.4	0.1	-0.8
O=C(C1CCN(S(=O)(=O)c2cccc3cccnc23)CC1)N1CCCC1	0.2	-5.7	-5.1	-3.7	6.2	1.5	-0.4	1.7	-0.4	-3.8
Clc1ccc(OCCCCSc2ncccn2)cc1	3.9	-15.4	5.9	0.8	-5.0	-6.8	8.1	-1.0	2.0	-6.6
COc1ccc(OCC(=O)N/N=C(\CCC(=O)O)c2cccs2)cc1	3.5	-4.3	-0.4	-0.2	1.5	-0.7	7.4	-1.4	0.9	-2.5
COc1ccc(-c2noc(CCC(=O)NCc3ccco3)n2)cc1	0.8	2.4	-2.1	-0.9	1.7	-5.3	0.8	2.3	-1.9	6.5
O=C1C=CN2CCOCC2C1 (configuration not stated)	4.0	-3.6	-2.3	1.3	1.9	-2.1	-3.6	0.9	-0.3	0.9
CCOC(=O)C[C@@H]1OC[C@H](Cc2ccccc2)N1S(=O)(=O)c1ccc(C)cc1	-0.8	·	-3.1	3.4	-11.8	0.8	-5.9	2.1	1.3	3.9
COC(=O)[C@]1(C)N[C@H](CN(C)C(=O)C2CCCCC2)[C@@H]2C(=O)N(Cc3ccccc3)C(=O)[C@@H]21	1.1	2.1	0.0	2.4	5.0	0.9	2.5	-1.4	-0.3	-8.0
COc1ccc(CNC(=O)CN(Cc2ccco2)C(=O)CNS(=O)(=O)c2ccc(C)cc2)cc1	-1.9	1.2	-7.9	2.1	8.4	-2.8	-0.2	2.0	-1.8	-0.4
CC(=O)Nc1ccc(/C(C)=N/NC(=O)CN(c2ccccc2Br)S(C)(=O)=O)cc1	-0.8	-0.5	5.7	0.2	1.4	-3.1	1.5	4.1	-1.8	2.4
CSC(=CC(=O)c1ccccc1)SC	6.0	0.4	4.8	-0.8	0.0	0.9	1.1	-1.7	-2.6	-1.6
CC(=O)Nc1ccc(NC(=O)CSc2nc(=O)n(Cc3ccncc3)c3c2CCC3)cc1	-2.8	4.7	-3.6	-1.0	0.5	-1.2	8.1	-0.2	-0.1	0.9
Cc1ccc(/C=N/n2c(C3CCCCC3)n[nH]c2=S)o1	2.0	1.0	4.4	0.3	0.2	-2.8	2.7	-2.7	-0.2	-5.1
CCN(CC)S(=O)(=O)c1ccc2oc(C(=O)NCC3COc4ccccc4O3)c(C)c2c1 (configuration not stated)	-3.2	-38.6	1.5	-1.1	-18.6	4.3	7.9	-2.5	1.1	-6.5
COc1cccc(NS(=O)(=O)c2ccc3c(c2)CC(=O)N3)c1	6.3	-8.5	-2.1	1.0	-9.1	7.6	0.1	-2.1	-2.2	0.2
C=CC[C@H](CC(=O)OC(C)(C)C)C(=O)OC[C@@H]1CCCN1C(=O)[C@@H](CC=C)CC(=O)N[C@H](CO)Cc1ccccc1	1.0	-1.2	-5.4	-0.8	6.3	-9.6	-0.9	-2.3	0.7	2.1
Cc1n[nH]c(=O)n(N=Cc2cccs2)c1=O	-5.0	2.3	-3.2	-2.4	-6.0	0.7	-3.7	-1.5	-0.2	1.1
O=C(Cn1nc(-c2ccccc2)ccc1=O)N1CCCCC1	4.0	-0.9	0.7	-2.0	2.4	-5.6	1.1	0.8	0.3	-4.7
COc1cccc(OCC(O)CN2CCN(CCN3C(=O)c4cccc5cccc(c45)C3=O)CC2)c1 (configuration not stated)	-8.2	-8.8	-5.4	4.5	-2.2	-5.7	0.4	1.2	0.7	4.9

Some values from above.
PG9 binder, CSC(=CC(=O)c1ccccc1)SC stands at -2.6
HTRA1 inh, CC(=O)Nc1ccc(NC(=O)CSc2nc(=O)n(Cc3ccncc3)c3c2CCC3)cc1 stands at 4.7
PG9 binder, CCN(CC)S(=O)(=O)c1ccc2oc(C(=O)NCC3COc4ccccc4O3)c(C)c2c1 (configuration not stated) stands at 1.1

HTRA1 inh: hit marks shown above.
mol	LEDGF integ inh	HTRA1 inh	NR1D1 modulator	PRMT1 FP inh	mABHD4 FP	TCR CD3 inh	PG9 binder	MBD2 DNA inh
CCNc1ccc2noc3c2c1C(=O)c1ccccc1-3	-11.3	123.1*	48.7*	153.6*	121.9*	126.1*	2.4	-19.2

Additional structures:
SMILES	LEDGF integ inh	HTRA1 inh	NR1D1 modulator	PRMT1 FP inh	mABHD4 FP	rCAG RNA binder	TCR CD3 inh	UHRF1 MBD2 ctr	PG9 binder	MBD2 DNA inh
CCOc1ccccc1OCCOCCOc1c(Cl)cccc1Cl	-2.6	-7.0	-3.1	3.2	7.0	-1.1	1.6	2.0	-0.4	6.7
O=C(O)c1cccnc1	-2.5	2.6	-1.1&-4.9	6.9	13.2	0.6	-5.9	0.4	0.2	8.1
COc1ccccc1/C=C/C(=O)OCC(=O)NC1CCS(=O)(=O)C1 (configuration not stated)	1.9	4.2	-5.0	-3.4	4.5	0.6	2.9	-0.9	-0.3	-8.2
CC1CN=C(N(C(=O)Nc2ccccc2)C(C)c2ccccc2)S1 (configuration not stated)	0.8	2.1	-4.2	-2.9	0.6	0.1	0.1	4.8	-0.3	1.3
O=C(Nc1ccc(F)cc1)C(c1cccc(F)c1)N1CCN(C(=O)c2ccco2)CC1 (configuration not stated)	1.2	·	4.4	-2.5	-0.8	2.7	-7.0	0.8	1.6	-1.8
CCOC(=O)CSc1nnc(CSc2nc(N)c3c(C)c(C)sc3n2)n1-c1ccccc1	0.4	-18.9	-5.6	-3.7	2.7	-1.9	11.3	-1.1	1.4	-0.7
C#Cc1ccc([C@@H]2C=C(C(=O)OCC=C)O[C@H](OCC)[C@H]2CCCO)cc1	1.1	-5.9	-3.5	-0.4	-4.9	-5.4	1.5	-0.8	0.2	1.1
CCOC(=O)N(C)OC(=O)Nc1ccc(Cl)c(Cl)c1	2.1	-17.8	6.9	35.3*	-6.0	1.3	-4.8	1.9	1.6	3.4
CCN(c1ccc(NC(=O)COC(=O)c2cccs2)cc1)C(C)C	-3.4	6.3	-0.7	-0.6	7.9	-3.0	3.8	-1.6	-1.0	4.3
COc1ccc(OCCSc2nc(N)cc(=O)[nH]2)cc1	-2.8	-1.8	1.4	2.0	7.0	-0.4	11.2	-3.1	2.3	2.3
CC(=O)c1cccc(NC(=S)NCc2ccco2)c1	-0.7	-6.4	2.3	5.9	-12.0	6.5	-6.8	5.0	-0.4	3.8
COCc1cc(/C=N\NC(=O)c2ccc(Cl)cc2)ccc1OC	1.5	-9.9	-2.1	3.5	-12.8	1.3	12.1	0.3	-1.9	-2.3
FC(F)(F)c1ccccc1C(C#Cc1ccccc1)NCc1ccc2c(c1)OCO2 (configuration not stated)	-2.8	·	1.5	0.4	-5.9	2.2	·	-3.1	·	4.1
